FN deposit inh = fibronectin deposition inhibition | inhibition, % at 12.6 µM | AID 743247 | AH1F fibroblasts, Alexa488-fibronectin deposition fluorescence, overnight | actives 0.086% (n = 350,000);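 active means mean inhibition across replicates of 30% or more, regardless of how many single replicates reach that level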;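 further: positive control wells lacked labelled fibronectin entirely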
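Assay system: AH1F fibroblasts assembling fluorescent fibronectin matrix; Amount: 10000 AH1F cells per well; Buffer or medium: DMEM, 2% serum; Probe or stimulus: Alexa488-fibronectin, 24 nM final in well; Doses: single compound dose, delivered by pin transfer; Incubation: 1 h adhesion, overnight exposure; Measured by: fluorescence 485/525 nm; Read-out: fibronectin deposition inhibition.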
Cneo AK release = Cryptococcus neoformans lysis via adenylate kinase release | C. neoformans lysis, adenylate kinase release luminescence, 4 h; normalised: neutral wells 0, clomiphene wells 100 | lysis activity, % at 15 µM | actives 0.2% (n = 360,000);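 active means mean lysis activity across replicates of at least 80%, whatever share of replicates individually reach that level; inactive means mean lysis activity below 80%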
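Assay system: C. neoformans cells. Amount: yeast cell density of 5 × 10^6 cells/mL. Technique: AK luminescence. Buffer or medium: YPD. Times: static 4 h at 37 °C with compound, 1 h detection. Dosing: single-point compound dose. Read-out: lysis from increased AK signal.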
PGC1a acetyl inh = modulators of PGC1a acetylation. actives 0.17% (n = 350,000). U2OS PGC1a acetylation, AlphaScreen anti-acetyl-lysine; with virally co-expressed GCN5 acetyltransferase. inhibition, % at 15.6 µM;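 active means every replicate shows inhibition of at least 40%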;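 further: 0% = neutral control wells and 100% = positive control wells; some results beyond the cut were filed as inactive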
PAX8 inh HTS = inhibitors of PAX8 transcriptional activity in RMG-I cells; RMG-I TPO-luciferase reporter, SteadyGlo, 24 h; inhibition, % at 12.6 µM; actives 1.2% (n = 360,000);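 active means mean replicate inhibition at least 60% with every replicate also reaching 60%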;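 further: luciferase light reporting Pax8 driven TPO promoter activity; plate controls were median of neutral control wells for no effect and mitoxantrone controls for full effect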
miR-122 sensor = blocks miR-122 activity in Huh7 sensor cells | Huh7 miR-122 Renilla luciferase sensor, 48 h; neutral wells = 0, positive control = 100 | activation (reporter increase), % at 12.5 µM | actives 0.3% (n = 340,000);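 active means mean replicate activation score at least 90 and every replicate individually at or above 90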;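 further: higher luciferase means less miR-122 activity so hits act as miR-122 inhibitors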
CASP6 VEID inh = inhibitors of human caspase-6 | P55212 | purified caspase-6, Z-VEID-R110 cleavage fluorescence | inhibition, % at 12.5 µM | actives 0.53% (n = 350,000);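 active means mean inhibition across replicates at least about 35%, with every replicate also reaching that limit, limit read from the data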;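 further: 0% = median of neutral control wells and 100% = no fluorescence left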
Target sequence (P55212 24-179 limits assumed): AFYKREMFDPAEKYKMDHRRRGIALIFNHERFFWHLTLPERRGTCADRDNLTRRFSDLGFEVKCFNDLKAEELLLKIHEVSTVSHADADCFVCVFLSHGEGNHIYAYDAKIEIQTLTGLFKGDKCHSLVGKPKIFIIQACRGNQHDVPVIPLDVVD
Target sequence (P55212 194-293 limits assumed): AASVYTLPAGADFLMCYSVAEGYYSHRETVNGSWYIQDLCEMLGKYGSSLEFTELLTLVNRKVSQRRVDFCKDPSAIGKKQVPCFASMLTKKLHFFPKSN
EWS-Fli inh = inhibitors of EWS/Fli oncoprotein transcriptional activity | inhibition, % at 12.6 µM | A673 NR0B1-luciferase reporter, viability-normalised | actives 0.67% (n = 350,000);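 active means mean inhibition of at least 50% after viability correction, with every replicate also passing that limit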;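 further: firefly luciferase signal divided by Alamar Blue viability fluorescence both relative to DMSO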
LGR2 inh = Drosophila LGR2 receptor signaling inhibition. HEK293 LGR2, CRE-luciferase, bursicon-stimulated, 4 h. inhibition, % at 9.99 µM. actives 0.35% (n = 380,000). AID 720647;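 active means drop in luminescence signal, shown as inhibition above about 50% in the replicate tests, limit read from the data, passing the limit was not always enough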;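 further: agonist challenge used bursicon conditioned medium at about half maximal strength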
* marks the source's active call; other numbers are inactive results; . = not tested or not shown; & = joins results of further samples; [ ] = another dose, or the depositor's remark.

SMILES | FN deposit inh | Cneo AK release | PGC1a acetyl inh | PAX8 inh HTS | miR-122 sensor | CASP6 VEID inh | EWS-Fli inh | LGR2 inh
O=C(Nc1ccccc1F)c1ccccc1C(=O)Nc1ccccc1F | 5 | 2 | 6 | 6 | 0 | -3 | 2 | 0
Cc1cc(C)cc(C(=O)NCC(=O)OCC(=O)NC2CCCc3ccccc32)c1 (centres undefined) | 0 | 1 | 14 | 1 | -5 | 1 | -2 | -4
Cc1noc(C)c1S(=O)(=O)Nc1ccc2c(c1)C(=O)N([C@@H](C)CO)C[C@@H](C)[C@@H](CN(C)S(=O)(=O)c1cccs1)OCCCC[C@H](C)O2 | -6 | 0 | -5 | -11 | 9[16.7 µM] | . | -1 | 4
CO[C@@H]1CN(C)C(=O)c2cc(NC(=O)c3ccc4c(c3)OCO4)ccc2OC[C@H](C)NC[C@H]1C | 5 | -56 | -6 | 0 | . | -1 | 1 | 3
Cc1occc1-c1nc(-c2ccccn2)no1 | -1 | 0 | -1 | -21 | 11 | . | . | .
Cc1ccc(CNC(=O)c2cc(-c3ccccc3)n(Cc3cc(C)no3)n2)cc1 | 10 | 1 | -14 | -3 | 4 | 5 | 0 | -22
CCn1c(SCC(=O)N2CCCCC2)nc2c([nH]c3ccccc32)c1=O | 3 | 1 | -2 | 21 | 10 | 1 | 12 | -29
COc1ccc(C2c3ccc(O)cc3Oc3ncn(Cc4ccco4)c(=N)c32)cc1OC (centres undefined) | -5 | -6 | 19 | -11 | -10 | 0 | 1 | -16
O=C(C1=C(c2ccccc2)C(=O)c2ccccc2C1=O)c1ccccc1 | 28 | . | . | 78* | . | 3 | 61* | .
COc1cccc(OC)c1C(=O)Nc1ccc(S(=O)(=O)N2CCCCC2)cc1 | -8 | -1 | . | -5 | -4 | 0 | 7 | -2
CCn1c(O)c(C=NC2CCCC2)sc1=S | -1 | 0 | -8 | -88 | 1 | . | . | .
CCC(=O)Nc1ccc2c(c1)OC[C@H](C)N(Cc1cccnc1)C[C@H](C)[C@@H](OC)CN(C)C2=O | 5 | . | -3 | . | . | 0 | -2 | 14
COc1cccc(-c2ccc([C@@H]3[C@H]4CN(S(=O)(=O)c5cccs5)CCCCN4[C@H]3CO)cc2)c1 | . | 0 | -7 | -19 | 5[16.7 µM] | -2 | -2 | 7
CN1CCN(C(=O)c2ccc(CN(c3ccccc3)S(=O)(=O)c3ccccc3)cc2)CC1 | -1 | -1 | -3 | 14 | -4 | 1 | 5 | 10
CC(C)C[C@@H](COCc1ccc(Cl)cc1)N1CCN(C(=O)c2ccc(C(F)(F)F)cc2)CCC1=O | 19 | . | . | 20 | . | 3 | 1 | 17
Cc1cccc(Oc2nc(-c3ccncc3)nc3ccccc23)c1 | 3 | . | . | -16 | . | -1 | 2 | .
COc1ccc(NC(=S)NCc2ccc(S(N)(=O)=O)cc2)cc1OC | 5 | 0 | -1 | -6 | -2 | -2 | 12 | -14
CC[C@]12c3[nH]c4ccccc4c3CCN1C(=O)C(CC(=O)NCCN1CCOCC1)C[C@@H]2C(=O)N1CCN(C(=O)C2CC2)CC1 (some centres undefined) | -3 | -2 | 17 | -8 | 3 | -32 | -3 | 15
CSCCC(NC(=O)c1ccc(Cl)cc1Cl)C(=O)OC1CCCCC1=O (centres undefined) | -1 | . | . | -4 | . | -1 | 0 | 7
Nc1nc(OCc2ccccc2)c2[nH]cnc2n1 | . | 0 | -13 | 4 | 0 | . | 1 | -2
Cc1nn(-c2ccccc2)c(N)c1C1(O)C(=O)N(C(C)C)c2ccccc21 (centres undefined) | 6 | . | . | 0 | . | 2 | 15 | 3
CCOC(=O)c1nc(Nc2ccc(C(C)=O)cc2)c2ccccc2n1 | -4 | 1 | 6 | -3 | -5 | -1 | 7 | -27
CSc1nc2ccc(NC(=O)c3c(F)cccc3F)cc2s1 | 0 | -4 | . | -183 | -16 | -3 | -137 | .
COc1ccc(NC(=O)Nc2cccc3c2O[C@H](CN(C)C(=O)Nc2ccc(C(F)(F)F)cc2)[C@@H](C)CN([C@@H](C)CO)C3=O)cc1 | . | 36 | 8 | -24 | 69[16.7 µM] | . | -5 | -11
CCCc1nnc(SCC(=O)N2CCCC(C)C2)n1CCOC (centres undefined) | 8 | . | . | 1 | . | -5 | 5 | 10
(next part)
SMILES | FN deposit inh | Cneo AK release | PGC1a acetyl inh | PAX8 inh HTS | miR-122 sensor | CASP6 VEID inh | EWS-Fli inh | LGR2 inh
CC(C)CC(c1nnnn1Cc1cccs1)N1CCN(c2nc3ccccc3s2)CC1 (centres undefined) | -48 | 0 | -24 | . | -1 | . | . | .
CC(C)NC(=O)N1[C@H](C#N)[C@@H](c2ccccc2-c2ccc(F)cc2)[C@@H]1CO | -6 | . | -11 | . | . | 2 | 0 | -2
CCN(CC)S(=O)(=O)c1ccc(OC)c(NC(=O)CSc2cc(C)ccc2C)c1 | 1 | . | . | 8 | . | 0 | -22 | 15
O=C1CC(C2CCCO2)C(=O)N1Cc1ccccc1 (centres undefined) | . | 0 | 2 | . | -4 | . | . | 3
CC(C)c1cccc(C(C)C)c1NC(=O)COC(=O)c1ccc(OCC(=O)Nc2cccc(C(F)(F)F)c2)cc1 | . | 1 | -6 | -14 | 2 | . | . | -5
CN1C(=O)c2cc(NC(=O)C3CCC3)ccc2OC[C@H]2O[C@@H](CC(=O)NCc3ccccc3F)CC[C@@H]21 | -9 | . | 2 | -19 | . | -2 | 28 | -18
O=C(COc1ccccc1)Nc1ccc(S(=O)(=O)Nc2ccccn2)cc1 | -5 | 0 | 6 | 0 | 1 | 0 | 6 | -2
C[C@H](CO)N1C[C@H](C)[C@H](CN(C)S(=O)(=O)c2ccc(F)cc2)OCCCC[C@H](C)Oc2ccc(NC(=O)Nc3ccc(F)cc3)cc2C1=O | 2 | 1 | 0 | 76* | -10[16.7 µM] | . | 2 | 8
COc1cccc(NC(=O)Nc2ccc3c(c2)C(=O)N(C)[C@H]2CC[C@@H](CC(=O)NCCc4ccccc4)O[C@H]2CO3)c1 | 1 | 4 | . | 28 | . | 2 | 2 | 3
Cc1ccc(S(=O)(=O)c2cnc(-c3ccccc3)nc2N2CCCCC2)cc1 | 17 | . | -4 | 17 | . | -5 | 18 | -15
O=C(Nc1ccccc1-c1ccccc1)NC1CCN(C(=O)N2CCOCC2)CC1 | 0 | -7 | . | 0 | 7 | . | . | .
CC(=O)N1[C@@H]2c3ccc(-c4cccnc4)c(=O)n3C[C@H]1[C@H](CO)[C@H]2C(=O)NC1Cc2ccccc2C1 | -1 | -1 | . | 14 | 1[16.7 µM] | 4 | 5 | 4
O=C(NC(Cc1ccccc1)C(=O)O)/C(=C/c1cccc([N+](=O)[O-])c1)NC(=O)c1cccc(Br)c1 (centres undefined) | 3 | -5 | . | -1 | . | 8 | 0 | -6
O=C(Cc1ccccc1)NCCN1CCCC1 | 1 | -3 | 3 | 17 | . | -5 | 2 | -7
COc1ccc(-n2c(SC(C)C(=O)N3CCOCC3)nc3ccccc3c2=O)cc1 (centres undefined) | -1 | 4 | 0 | 1 | 10 | 0 | 6 | 3
CCOC(=O)C1=C(C)Nc2ccc(C)cc2S1 | 9 | -2 | 11 | -41 | -4 | . | . | .
CCOc1ccccc1NC(=O)CN(c1ccc(OC)cc1)S(=O)(=O)c1c(C)[nH]c(=O)[nH]c1=O | 5 | -3 | 11 | 14 | -5 | 1 | . | -8
CCOc1cc(C(=O)NC2CCCCCCC2)cc(OCC)c1OCC | 5 | . | . | -23 | . | 2 | -1 | -19
Cc1cc(NC(=O)NCc2ccco2)ccc1NC(=O)NCc1ccco1 | . | -1 | 4 | -40 | 0 | -6 | 6 | -3
Cn1c(-c2ccc3c(c2)OCO3)c(C(=O)O)c(=O)c2ccccc21 | -5 | . | . | 34 | . | 5 | 7 | -13
CCN(C(=O)COC(=O)CNS(=O)(=O)c1ccccc1)c1ccccc1 | 2 | -2 | . | 3 | . | -2 | -1 | 32
CCCCn1c(N)c(N(CCOC)C(=O)c2oc3ccc(OCC)cc3c2C)c(=O)[nH]c1=O | 5 | 1 | . | 10 | 4 | 2 | 1 | -3
O=C(C(=O)N1CCC(c2ccccc2)CC1)c1ccc(F)c(F)c1 | 0 | . | . | -22 | . | -6 | -9 | -5
COCC(=O)Nc1ccc2c(c1)OC[C@H](C)N(CC1CCCCC1)C[C@@H](C)[C@@H](OC)CN(C)C2=O | 2 | -4 | -7 | -15 | . | 5 | 0 | 9
O=C(C[C@@H]1C[C@H]2c3cc(NC(=O)c4ccc5c(c4)OCO5)ccc3O[C@H]2[C@H](CO)O1)NCC1CC1 | 5 | -8 | -5 | 11 | -1[16.7 µM] | -1 | 0 | 2
The list continues.
SMILES | FN deposit inh | Cneo AK release | PGC1a acetyl inh | PAX8 inh HTS | miR-122 sensor | CASP6 VEID inh | EWS-Fli inh | LGR2 inh
CNC[C@@H]1Oc2ccc(NC(=O)Cc3cn(C)c4ccccc34)cc2C(=O)N([C@H](C)CO)C[C@H]1C | -11&-1 | 3 | -6 | 8 | -2[16.7 µM] | 2 | -8 | 15
O=C(CC1C(=O)NCCN1Cc1ccc(-c2ccccc2)cc1)NC1CCC1 (centres undefined) | 3 | . | . | -21 | . | 1 | 6 | 17
O=C1NC2(CCCCC2)C(=O)N1CCS(=O)(=O)Oc1ccccc1 | . | 0 | -3 | . | 5 | . | . | 14
COc1ccc(-c2ccccc2[C@@H]2[C@@H](C#N)N(C(=O)C3CCC3)[C@H]2CO)cc1 | 3 | . | 4 | 5 | . | 1 | -2 | -4
O=CNNC(=O)c1cccc([N+](=O)[O-])c1 | . | . | . | -4 | . | 1 | -5 | -10
C[C@H](O)[C@@H]1C(=O)N2CCc3ccc(N4CCOCC4)cc3[C@@H]2C[C@@H]1N(C)C(=O)C(C)(C)C | 1 | 1 | 0 | 2 | -2 | 0 | 0 | 24
c1ccc(-n2c(-c3ccncc3)nnc2-c2cccs2)cc1 | 5 | -2 | 13 | . | -5 | . | . | .
CC1CC2(CCCC2)N(C(=O)N(C)C)c2ccc(F)cc21 (centres undefined) | 0 | 1 | 6 | 21 | -13 | -1 | 1 | -4
COCC(=O)NC[C@H]1[C@H](c2ccccc2)[C@@H](CO)N1C(C)=O | -3 | 4 | 9 | -19 | 14[16.7 µM] | 1 | 2 | -15
COc1ccc(-n2cc([N+](=O)[O-])c(=O)c3ccc(Cl)cc32)cc1 | -2 | -1 | 9 | -18 | -10 | -1 | -3 | 4
CC(=O)Nc1ccc(S(=O)(=O)NCCCc2ccccc2)cc1 | -4 | 3 | . | 6 | . | 2 | 1 | 1

Grouped by structure: the compounds so far containing an NH in an aromatic ring.
SMILES | FN deposit inh | Cneo AK release | PGC1a acetyl inh | PAX8 inh HTS | miR-122 sensor | CASP6 VEID inh | EWS-Fli inh | LGR2 inh
CCn1c(SCC(=O)N2CCCCC2)nc2c([nH]c3ccccc32)c1=O | 3 | 1 | -2 | 21 | 10 | 1 | 12 | -29
CC[C@]12c3[nH]c4ccccc4c3CCN1C(=O)C(CC(=O)NCCN1CCOCC1)C[C@@H]2C(=O)N1CCN(C(=O)C2CC2)CC1 (some centres undefined) | -3 | -2 | 17 | -8 | 3 | -32 | -3 | 15
Nc1nc(OCc2ccccc2)c2[nH]cnc2n1 | . | 0 | -13 | 4 | 0 | . | 1 | -2
CCOc1ccccc1NC(=O)CN(c1ccc(OC)cc1)S(=O)(=O)c1c(C)[nH]c(=O)[nH]c1=O | 5 | -3 | 11 | 14 | -5 | 1 | . | -8
CCCCn1c(N)c(N(CCOC)C(=O)c2oc3ccc(OCC)cc3c2C)c(=O)[nH]c1=O | 5 | 1 | . | 10 | 4 | 2 | 1 | -3
